# TAAR1 antagonist: human TAAR1 antagonism. Q96RJ0. CHO RD-HGA16 TAAR1, Fluo-8 calcium fluorescence, antagonist. inhibition, % at 3 µM. hit rate 1.5% among 360,000. AID 624466;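 active = inhibition above a per-plate cutoff, the mean inhibition of test compounds on that plate plus 3 SD, cut at about 49% in these data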;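 note: 0% = DMSO plus EC80 beta-PEA response and 100% = DMSO alone without agonist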
# Target sequence (Q96RJ0 whole entry, looked up): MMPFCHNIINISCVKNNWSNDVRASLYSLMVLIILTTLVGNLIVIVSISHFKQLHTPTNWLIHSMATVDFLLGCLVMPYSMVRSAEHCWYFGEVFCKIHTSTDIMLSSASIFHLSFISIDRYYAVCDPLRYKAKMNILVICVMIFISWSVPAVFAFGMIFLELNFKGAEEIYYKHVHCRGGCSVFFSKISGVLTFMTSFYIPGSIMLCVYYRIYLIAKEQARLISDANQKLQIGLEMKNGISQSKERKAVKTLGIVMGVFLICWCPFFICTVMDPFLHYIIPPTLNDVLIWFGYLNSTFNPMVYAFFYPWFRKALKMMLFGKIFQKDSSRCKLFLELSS
#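 Material: CHO RD-HGA16 cells bearing hTAAR1; compound dosing: one-point dosing, 3 µM nominal final; schedule: dye loading 75 min at 37 °C, then 30 min room temperature; measured by: calcium fluorescence with Fluo-8; control set: vehicle and agonist controls; replication: n of 1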
# OXTR potentiator: potentiates the human oxytocin receptor response; P30559; CHO-OTR cells, Fluo-8 calcium fluorescence, potentiator mode; 0% = oxytocin EC15, 100% = EC100; activation, % at 3 µM; hit rate 0.061% among 320,000;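 active = activation above that plate's cutoff, the mean activation of tested compounds plus 3 SD, cut at about 6.6% in these data, passing the limit was not always enough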;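 note: 100% uses oxytocin at 75 nM as the full agonist control; some results filed as inactive read as strong as hits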
#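 assay system = CHO-OTR cells, human receptor | schedule = compound 6 min at room temperature before oxytocin, 100 s read | detection = Fluo-8 intracellular calcium fluorescence, ex 470-495, em 515-575 nm | evaluation = normalized max/min fluorescence ratio, % activation | control set = EC15 oxytocin alone as 0%, 75 nM oxytocin (EC100) as 100%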
# TAAR1 ag: agonists of human TAAR1 | activation, % at 3 µM | CHO RD-HGA16 TAAR1, Fluo-8 calcium fluorescence; vehicle wells 0%, saturating PEA agonist 100% | hit rate 0.99% among 360,000;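 active = activation above the mean activation of all test compounds in the run plus 3 SD, cut at about 38% in these data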
#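 Signal – calcium-sensitive Fluo-8 signal, excitation 470-495, emission 515-575 nm · System – RD-HGA16 (CHO) cells co-expressing Gα16 and hTAAR1 · Incubation – 17-24 h seeding, 75 min 37 °C dye, 30 min RT · Compound dosing – 3 µM single concentration · Repeats – no replicates (n 1)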
# M1 ag: activates human CHRM1 receptor. P11229. CHO-K1 hM1, Fluo-8 calcium fluorescence, agonist mode; 0% DMSO, 100% acetylcholine EC100. activation, % at 3 µM. hit rate 0.33% among 360,000. AID 588814;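 active = activation above the run's mean compound activation plus 3 SD, cut at about 16% in these data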;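 note: peak over basal fluorescence ratio within a 140 s kinetic read after compound addition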
# M1 PAM: potentiates human M1 receptor response to acetylcholine; P11229; CHO-K1 hM1, Fluo-8 calcium fluorescence, ACh EC20; 0% = ACh EC20, 100% = maximal ACh; activation, % at 3 µM; hit rate 0.088% among 360,000; AID 588819; in the data active = activation above about 19%, passing the limit was not always enough
# CHO parental Ca: signal in parental CHO cells, OX1R antagonist counter-screen | parental CHO-K1, ATP-induced calcium, Fluo-8 fluorescence | inhibition, % at 5.6 µM | hit rate 0.63% among 330,000;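 active = inhibition above that plate's mean sample inhibition plus 3 SD, cut at about 26% in these data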;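 note: 0% = ATP-challenged DMSO wells and 100% = DMSO wells without ATP; some compounds past the cut are filed as inactive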
#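 Material – parental CHO cells · Reagent – ATP stimulus · Compound – single nominal dose of 5.6 µM per compound · Detection – Fluo-8 fluorescence · Read-out basis – percent inhibition of calcium signal · Controls – ATP-challenged DMSO wells low, unchallenged DMSO wells high · Repeats – no replicates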
# CHRM1 antagonist: human CHRM1 antagonism; P11229; CHO-K1 hM1, Fluo-8 calcium fluorescence, ACh EC80 antagonist; inhibition, % at 3 µM; hit rate 1.3% among 360,000; AID 588852;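 active = percent inhibition above its own plate's cutoff, namely the mean of that plate's compound wells plus 3 SD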;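 note: peak over basal fluorescence ratio during 140 s after agonist addition; 0% = ACh EC80 plus DMSO and 100% = DMSO alone without agonist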
# OXTR agonist: activates the human oxytocin receptor. P30559. CHO-OTR cells, Fluo-8 calcium fluorescence; normalized: DMSO 0%, oxytocin 100%. activation, % at 3 µM. hit rate 0.32% among 320,000;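 active = activation above the mean of all tested compounds plus 3 SD, cutoff set per screening run, cut at about 20% in these data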;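 note: peak over basal fluorescence ratio from a 100 s FLIPR kinetic read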
# V1R ag counter: activates human V1a receptor in oxytocin agonist counter-screen. P37288. CHO-V1R cells, Fluo-8 calcium fluorescence, agonist mode; 0% DMSO, 100% 3 nM vasopressin. activation, % at 3 µM. hit rate 0.25% among 320,000;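 active = activation above the mean activation of all tested compounds plus 3 SD, per screening run, cut at about 20% in these data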;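 note: signal is peak over basal fluorescence ratio across a 100 second FLIPR read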
# Target sequence (P37288 whole entry, looked up): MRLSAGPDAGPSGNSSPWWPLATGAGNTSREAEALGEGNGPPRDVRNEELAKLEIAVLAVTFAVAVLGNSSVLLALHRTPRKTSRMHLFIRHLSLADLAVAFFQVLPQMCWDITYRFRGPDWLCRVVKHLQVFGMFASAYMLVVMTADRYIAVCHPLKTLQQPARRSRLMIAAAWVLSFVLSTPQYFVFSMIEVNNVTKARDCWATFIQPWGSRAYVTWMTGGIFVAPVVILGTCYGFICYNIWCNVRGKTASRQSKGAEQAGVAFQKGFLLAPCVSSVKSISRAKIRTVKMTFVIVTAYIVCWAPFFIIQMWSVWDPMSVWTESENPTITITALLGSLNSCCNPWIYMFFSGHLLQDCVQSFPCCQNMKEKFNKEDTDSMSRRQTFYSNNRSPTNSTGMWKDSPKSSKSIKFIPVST
# * = called active by the depositor; / = no result given.
1: Cc1cc(N(C)C)c(C#N)c(=O)[nH]1
2: O=C(CCc1ccc(S(=O)(=O)NC2CCCCC2)cc1)N(Cc1ccccc1)Cc1ccccc1
3: Cc1ccc(CN2CC(N3CCCCC3)CS2(=O)=O)cc1 (stereo not drawn)
4: CC(C)(C)OC(=O)CN1C(=O)C(Sc2n[nH]c(-c3ccccc3)n2)CCc2ccccc21 (stereo not drawn)
5: Cc1nc2ccccc2c2oc(C(=O)Nc3ccc4c(c3)OCCO4)cc12
6: COc1ccc(NS(=O)(=O)c2cccc(C(=O)NN=Cc3ccc(OC)cc3OC)c2)cc1
7: Cc1ccc(C2=NN(C(=O)c3cccs3)C(c3ccccc3O)C2)cc1 (stereo not drawn)
8: C#CCOCCOCCOCCNc1nc(N2CCN(C(=O)[C@H](Cc3ccc(O)cc3)n3cc([C@@H](N)C(C)CC)nn3)CC2)nc(N2CCN(C(=O)[C@H](CCCCN)n3cc([C@@H](N)CC(C)C)nn3)CC2)n1 (stereo partly drawn)

screen / no.,1,2,3,4,5,6,7,8
OXTR agonist,0.1,1.0,/,-0.3,-2.1,-1.0,-0.2,0.7
V1R ag counter,0.1,1.4,/,0.2,-2.1,-0.3,0.4,0.7
CHRM1 antagonist,0,-3,-3,-8,-5,-3,-10,/
M1 PAM,7,5,10,7,5,-2,13,/
CHO parental Ca,-8,1,/,-16,-24,1,29,-3
TAAR1 antagonist,-17,15,4,1,22,20,-12,/
M1 ag,-4,-1,-5,-1,-2,-1,-6,/
TAAR1 ag,11,3,2,5,-2,0,-1,/
OXTR potentiator,-2,-3,/,-9,6,-8,-19,-6

9: COc1cc(-c2ccc3c(=O)c4ccccc4sc3c2)cc(OC)c1OC
10: COc1cccc(OC)c1C(=O)Nc1ccc(N2CCCC2)cc1
11: Nc1ccc2cc3[nH]c4cc(N)ccc4c3nc2c1
12: Cc1cc2oc(=O)cc(CN(Cc3ccccc3)Cc3ccccc3)c2cc1Cl
13: COc1ccc(C)cc1N(C(=O)c1ccc(F)cc1)c1nc2ccccc2s1
14: Cc1cccc(NC(=O)Nc2nnc([C@@H]3C[C@H](O)[C@@H](CO)O3)s2)c1
15: CCOc1cc(NC(=S)N2CCC(C(N)=O)CC2)c(C(=O)OC)cc1OCC
16: COc1ccc(C(=O)Nc2cccc(C(C)=O)c2)cc1OC

screen / no.,9,10,11,12,13,14,15,16
OXTR agonist,0.2,0.5,/,/,-2.1,/,-0.4,1.1
V1R ag counter,0.9,0.3,/,/,-0.7,/,0.3,0.1
CHRM1 antagonist,-17,31*,57*,-20,8,0,-9,-6
M1 PAM,12,-19,-18,1,-7,1,8,5
CHO parental Ca,-16,-18,/,/,-34,/,-7,-17
TAAR1 antagonist,21,1,63*,-12,7,-4,-45,3
M1 ag,-1,-7,36*,-1,-5,-2,-2,-2
TAAR1 ag,2,0,78*,2,5,7,3,3
OXTR potentiator,0,-11,/,/,-7,/,-1,-4

17: COc1ccccc1N(C(=O)CN1C(=O)c2ccccc2S1(=O)=O)C(C(=O)NCC1CCCO1)c1ccc(F)cc1 (stereo not drawn)
18: Cc1cc(C)nc(NS(=O)(=O)c2ccc(NC(=O)c3ccc(S(=O)(=O)N(C)C)cc3)cc2)n1
19: C=C1C(=O)O[C@H]2C[C@H]1[C@@H](OC(C)=O)C/C(C)=C/CC/C(C)=C\CC[C@]2(C)O
20: c1ccc(CN2CCC3CC2c2cc(N4CCOCC4)ccc23)cc1 (stereo not drawn)
21: COc1ccc(C(=O)N/C(=C\c2cn(C)c3ccccc23)C(=O)OCC(C)C)cc1
22: COCCNc1nc(-c2cc(-c3ccccc3)on2)cc(C(C)C)n1
23: O=C(COC(=O)c1ccc(S(=O)(=O)NCc2ccco2)cc1)Nc1ccc(Cl)cn1
24: C=C(C)n1c(=O)n(Cc2ccccc2C)c2ccccc21

screen / no.,17,18,19,20,21,22,23,24
OXTR agonist,-1.1,0.7,/,/,-2.4,-2.4,0.5,-2.2
V1R ag counter,0.2,1.2,/,/,-0.8,0.4,0.9,-1.4
CHRM1 antagonist,1,-13,-6,-10,0,8,-9,-1
M1 PAM,0,21,5,6,0,-5,4,-2
CHO parental Ca,-20,-6,/,/,-19,-23,-10,7
TAAR1 antagonist,-14,-6,0,-17,-3,24,14,-23
M1 ag,-8,2,-2,-9,-6,-8,-5,2
TAAR1 ag,0,0,1,1,0,2,7,-1
OXTR potentiator,-6,-13,/,/,-13,-14,-7,-2

25: Cc1nn(CC(=O)O)c2ccccc12
26: CC(Oc1ccccc1)C(=O)N=C1SC2CS(=O)(=O)CC2N1Cc1ccc(F)cc1 (stereo not drawn)
27: Cc1cccc(NC(=O)CC(C)S(=O)(=O)c2ccc3c(c2)NC(=O)CO3)c1C (stereo not drawn)
28: COc1ccc(/C=N/NC(=O)c2nn(-c3ccc(C)c(C)c3)c(=O)c3ccccc23)cc1
29: O=C1c2sccc2-c2cccc3cccc1c23
30: COC(=O)Nc1ccc(S(=O)(=O)NCCO)cc1
31: Cc1nnc(SCCn2c(N(C)Cc3ccccc3)nc3c2c(=O)n(C)c(=O)n3C)s1
32: CCOc1cc(C(c2c(C)[nH][nH]c2=O)c2c(C)[nH][nH]c2=O)ccc1OCc1ccc([N+](=O)[O-])cc1

screen / no.,25,26,27,28,29,30,31,32
OXTR agonist,0.1,3.0,0.1,-1.6,/,-0.5,-1.0,1.8
V1R ag counter,0.9,2.9,2.5,1.3,/,-0.5,-1.1,0.2
CHRM1 antagonist,-6,-4,6,-6,3,-10,0,7
M1 PAM,-2,6,-3,4,5,11,1,-2
CHO parental Ca,4,-13,-12,-14,/,10,-21,8
TAAR1 antagonist,5,-19,9,10,-1,-4,-1,12
M1 ag,0,-2,-2,-1,-4,-5,-8,0
TAAR1 ag,6,5,1,8,2,3,5,8
OXTR potentiator,-4,-6,-5,-12,/,-4,0,2

33: O=c1nc(N2CCOCC2)ccn1Cc1ccc(Br)cc1
34: CCCCNC(=O)C1(C)CCC(=O)N1c1cc(C(C)(C)C)nn1C (stereo not drawn)
35: CCc1nc(SCC(=O)O)c2c3c(sc2n1)COC(C)(C)C3
36: Cc1cnc(=O)[nH]c1SCC(=O)c1ccc(F)cc1
37: Cc1ccccc1NC(=O)Cc1c[nH]c2ccccc12
38: Cc1ccc(OCC(=O)N/N=C/c2cccnc2)cc1
39: CC(O)(c1cccnc1)c1nc(-c2cc(F)cc(F)c2)cs1 (stereo not drawn)
40: CCCCn1c(N)c(NCCC(C)C)c(=O)[nH]c1=O

screen / no.,33,34,35,36,37,38,39,40
OXTR agonist,0.8,/,/,-0.1,-1.0,0.4,/,-2.1
V1R ag counter,0.2,/,/,1.5,0.0,5.1,/,-0.5
CHRM1 antagonist,8,5,-8,-6,-3,-7,-7,-3
M1 PAM,-1,-2,10,5,1,1,-2,-2
CHO parental Ca,-9,/,/,2,2,-6,/,-15
TAAR1 antagonist,-10,-9,-20,-16,6,-13,10,-14
M1 ag,-3,-6,-3,-1,-2,-2,0,1
TAAR1 ag,4,2,0,-1,2,4,1,7
OXTR potentiator,-4,/,/,-4,-3,-9,/,-5

41: COc1ccccc1NS(=O)(=O)c1ccc(N2CCOCC2)c(N)c1
42: COc1ccc(C(=O)NNC(=O)Cc2coc3cc(OC)ccc23)cc1
43: c1ccc2c(c1)CCCc1cc(NCCN3CCOCC3)nnc1-2
44: Clc1ccc(CSCCc2ccncc2)cc1
45: CC1Cc2nc(SCC(=O)Nc3ccc4c(c3)OCO4)n(-c3ccc(F)cc3)c(=O)c2S1 (stereo not drawn)
46: COc1ccccc1CC1CC(=O)N(c2ccc([N+](=O)[O-])cc2)C1=O (stereo not drawn)
47: C[C@H](O)[C@@H]1C(=O)N2CCc3c([nH]c4ccccc34)[C@@H]2C[C@@H]1N(C)Cc1ccc2c(c1)OCO2
48: COc1ccc(C(=O)n2cc(C(=O)c3cc(C)ccc3O)cn2)cc1

screen / no.,41,42,43,44,45,46,47,48
OXTR agonist,2.3,0.4,0.3,-0.1,0.6,/,/,-1.0
V1R ag counter,1.1,1.0,0.1,1.1,-0.2,/,/,0.8
CHRM1 antagonist,3,11,58,-3,22,10,-16,3
M1 PAM,-4,17,-21,1,-12,-7,3,1
CHO parental Ca,4,-15,-6,-12,-17,/,/,-5
TAAR1 antagonist,9,-22,-15,6,15,3,23,1
M1 ag,-4,4,-7,0,-3,-6,-3,-4
TAAR1 ag,0,2,3,14,-1,0,2,1
OXTR potentiator,-2,3,-5,-16,-1,/,/,-2

# Grouped by structure: the compounds so far containing a nitro group on carbon.
32: CCOc1cc(C(c2c(C)[nH][nH]c2=O)c2c(C)[nH][nH]c2=O)ccc1OCc1ccc([N+](=O)[O-])cc1
46: COc1ccccc1CC1CC(=O)N(c2ccc([N+](=O)[O-])cc2)C1=O (stereo not drawn)

screen / no.,32,46
OXTR agonist,1.8,/
V1R ag counter,0.2,/
CHRM1 antagonist,7,10
M1 PAM,-2,-7
CHO parental Ca,8,/
TAAR1 antagonist,12,3
M1 ag,0,-6
TAAR1 ag,8,0
OXTR potentiator,2,/

# Further entries.
49: CCOc1ccccc1N1CCN(C(=O)Nc2ccc(F)c(Cl)c2)CC1
50: O=C(c1ccc(Cl)c(S(=O)(=O)N2CCCC2)c1)N1CCCC(C(F)(F)F)C1 (stereo not drawn)
51: Cc1cnc(C)c(Nc2nc(C(N)Cc3ccccc3)cs2)n1 (stereo not drawn)
52: COc1ccc(NC(C)=O)cc1CNC(=O)CN1CCOCC1
53: O=C(C[C@H]1C/C=C\C[C@@H](Cc2ccc(F)cc2)C(=O)OC[C@@H](Cc2c[nH]c3ccccc23)NC1=O)NCCO
54: CN(/N=C/c1ccc(O)cc1O)c1ncc(C(F)(F)F)cc1Cl

screen / no.,49,50,51,52,53,54
OXTR agonist,2.8,1.1,/,-0.1,-0.7,0.8
V1R ag counter,0.3,1.0,/,-0.8,1.5,-1.6
CHRM1 antagonist,1,-10,-5,-11,-2,-8
M1 PAM,5,11,5,20,10,3
CHO parental Ca,14,-5,/,-5,0,-3
TAAR1 antagonist,12,-15,12,6,-17,-16
M1 ag,3,-1,0,2,-8,-2
TAAR1 ag,10,1,19,1,6,-1
OXTR potentiator,-3,-5,/,-16,0,-5

# Three entries out of the list above, sorted by the number in CHRM1 antagonist, highest first.
No. | Structure | CHRM1 antagonist | M1 PAM | TAAR1 antagonist | M1 ag
27 | Cc1cccc(NC(=O)CC(C)S(=O)(=O)c2ccc3c(c2)NC(=O)CO3)c1C (stereo not drawn) | 6 | -3 | 9 | -2
38 | Cc1ccc(OCC(=O)N/N=C/c2cccnc2)cc1 | -7 | 1 | -13 | -2
35 | CCc1nc(SCC(=O)O)c2c3c(sc2n1)COC(C)(C)C3 | -8 | 10 | -20 | -3

# Screening results: PubChem, The Scripps Research Institute Molecular Screening Center
